# Source: PubChem BioAssay (National Center for Advancing Translational Sciences (NCATS))
# A-T KAP1 phos = potential ataxia-telangiectasia treatments restoring KAP-1 phosphorylation; […] A-T fibroblasts, KAP-1 phosphorylation AlphaLISA; neocarzinostatin DNA damage 30 min before lysis; Potency, µM (series often up to 57.5 µM), for inactives: at the highest dose activation, most hits filed as activators; 320,000 compounds, 0.19% hits; note: potency is the fitted concentration of half-maximal effect; % of control where 0% means no effect; nearly all actives have a fitted effect of over 45% in size
#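 hTERT-immortalized A-T patient fibroblasts ([…]), 500 cells/well in OPTI-MEM, 1% FBS, got compounds for 60 min, then NCS for 30 min at 37C. Lysates were then assayed for phospho-KAP-1 by AlphaLISA (anti-pKAP1 donor, anti-KAP1 acceptor beads), 6 hr at 25C.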
# BRCA1 expr act = increases BRCA1 expression | 380,000 compounds, 1.1% hits | MCF7-BRCA1-FFLuc reporter, luminescence, 48 h; response scale: scaled: vehicle 0%, 10 µM genistein 100% | Potency, µM (titrated, usually from 46.1 µM), inactives show at the highest dose activation, usual class: activators | AID 624202; note: potency is the fitted concentration of half-maximal effect; nearly all actives have a fitted effect of over 80% in size; some results filed as inactive show a strong effect at the top dose
#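 Luminescence from a BRCA1-driven firefly luciferase in MCF7 cells was the read-out, taken 15 min after substrate addition following 48 h compound exposure at 37 °C. Data were normalized to a 10 microM genistein control and DMSO vehicle.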
# CXXC DNA block = blocks binding of human MLL CXXC domain to DNA; Q03164; MLL-CXXC / FITC-HOXA9 DNA fluorescence polarization; Potency, µM (highest dose often 115 µM), inactives show at the top dose activity change, negative = inhibition, actives largely listed as inhibitors; 290,000 compounds, 0.037% hits; AID 2662; active = well fitted inhibition curve with a large enough effect in the polarisation, with a control signal flat, not every such curve was filed as active; inconclusive = small, poorly fitted or top-dose-only effect, or effect the other way, or a change in a side signal; inactive = no such curve, though single readings can be large or run the other way; the % refers to the polarisation; note: potency is the fitted concentration of half-maximal effect
#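 Steps: dispense CXXC domain solution (7 uM) → pin compounds or unlabeled HOX-A9 DNA control → 5 min ambient → add FLSN-HOX-A9 solution (50 nM) → spin → 30 min ambient → fluorescence polarization. Tris pH 7.5/NaCl/DTT/BSA buffer.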
# TSG101-PTAP inh = blocks PTAP/TSG101 interaction to inhibit HIV-1 budding | Q99816 | Fluorescence polarization, FITC-PTAP peptide / Tsg101 binding | Potency, µM (titrated, usually from 115 µM), for the others: top-dose activity change, negative = inhibition, usual class: inhibitors | 340,000 tested, under 10 active | AID 493005; active = well fitted inhibition curve with a large enough effect in the main read-out, with a control signal flat, not every such curve was filed as active; inconclusive = small, poorly fitted or top-dose-only effect, or effect the other way, or a change in a side signal; inactive = no such curve, though single readings can be large or run the other way; note: potency is the fitted concentration of half-maximal effect; % of control where 0% means no effect
# Target sequence (Q99816 whole entry, looked up): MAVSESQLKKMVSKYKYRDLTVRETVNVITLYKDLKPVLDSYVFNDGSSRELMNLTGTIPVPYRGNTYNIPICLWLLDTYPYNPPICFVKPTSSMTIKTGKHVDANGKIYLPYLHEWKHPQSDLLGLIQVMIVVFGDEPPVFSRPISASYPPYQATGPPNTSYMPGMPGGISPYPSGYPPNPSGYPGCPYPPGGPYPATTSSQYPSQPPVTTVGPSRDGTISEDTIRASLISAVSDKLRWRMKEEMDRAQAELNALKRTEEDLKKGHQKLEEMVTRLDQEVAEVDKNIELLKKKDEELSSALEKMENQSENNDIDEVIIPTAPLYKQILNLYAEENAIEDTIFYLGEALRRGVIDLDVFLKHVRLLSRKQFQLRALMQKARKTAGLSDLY
#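 Fluorescence polarization binding of Tsg101 binding domain (10 uM final) to FITC-labeled PTAP peptide (50 nM final) in HEPES pH 7.5 buffer with NaCl, Tween 20, EDTA, TCEP. Compounds added before peptide; binding 20 min at RT.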
# ELG1 repair inh = inhibitors of ELG1-dependent DNA repair in HEK293T cells; AID 504467; HEK293T ELG1-luciferase reporter, luminescence, 16 h; DNA damage induced by 5-fluorouridine; Potency, µM (highest dose often 46.1 µM), inactives show top-dose activity change, negative = inhibition, actives largely listed as inhibitors; 330,000 compounds, 2.3% hits; note: potency is the fitted concentration of half-maximal effect; % is set by controls: 0 for no effect and ±100 for the full control effect; nearly all actives have a fitted effect of over 55% in size
#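 5-Fluorouridine DNA damage + compound/DMSO, 2,000 cells/well, 16 h, 37 °C/5% CO2. ONE-Glo, 30 min RT, luminescence. Readout = decrease in reporter signal.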
# Integrin act MD = activators of alpha7 integrin expression for muscular dystrophy. alpha7betagal myoblasts, beta-gal FDG fluorescence, 48 h. Potency, µM (highest dose often 38.3 µM), inactives show at the highest dose activation, actives largely listed as activators. 350,000 compounds, 0.064% hits. AID 624291;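 note: potency is the fitted concentration of half-maximal effect; 100% = response of the positive control SU9516; nearly all actives have a fitted effect of over 60% in size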
#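 Alpha7betagal+/- myoblasts (passage 13) were plated 16-24 hr, then exposed to compounds (1:260 dilution of DMSO stock) for 48 hours at 37C. After MPER lysis, β-galactosidase reporter activity was read as FDG fluorescence (ex 480/em 540) after 30 minutes.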
# B2AR arrestin = beta2AR (human) beta-arrestin recruitment activity. P07550. beta-arrestin recruitment to beta2AR, cell-based reporter. Potency, µM (top dose mostly 46.1 µM), for the others: at the top dose activation, hits mostly activators. 330,000 compounds, 0.02% hits. AID 492947;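 note: potency is the fitted concentration of half-maximal effect; 0% = DMSO controls and full agonism = EC100 isoproterenol or metaproterenol; nearly all actives have a fitted effect of over 65% in size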
# Target sequence (P07550 whole entry, looked up): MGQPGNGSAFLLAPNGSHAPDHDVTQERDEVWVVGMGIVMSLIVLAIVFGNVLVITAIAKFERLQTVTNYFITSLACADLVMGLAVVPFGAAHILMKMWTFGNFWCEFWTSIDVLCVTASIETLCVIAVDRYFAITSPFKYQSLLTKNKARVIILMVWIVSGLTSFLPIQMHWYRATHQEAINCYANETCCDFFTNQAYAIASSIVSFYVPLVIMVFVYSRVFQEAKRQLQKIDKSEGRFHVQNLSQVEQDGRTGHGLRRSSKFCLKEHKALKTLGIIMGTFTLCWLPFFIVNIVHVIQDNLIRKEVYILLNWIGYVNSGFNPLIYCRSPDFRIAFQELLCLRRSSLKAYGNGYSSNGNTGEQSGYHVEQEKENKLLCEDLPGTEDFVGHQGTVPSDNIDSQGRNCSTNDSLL
# TCR activator = T cell receptor activation; primary human leukocytes, anti-CD3, IL-2 HTRF, 48 h; Potency, µM (top dose mostly 9.22 µM), for the others: at the top dose activation of IL-2 secretion, usual class: activators; 330,000 tested, under 10 active; AID 504894; note: % of control where 0% means no effect
#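 Primary human leukocytes were stimulated with a-CD3 beads plus compounds for 48 hr without co-stimulation; secreted IL-2 was quantified by HTRF using a-IL-2-K (europium cryptate) and a-IL-2-d2, excited at 320nm with acceptor emission read at 665nm.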
# p53 reactivation = restores transcriptional activity of mutant p53. H1299 p53-A138V BP100-luciferase reporter, luminescence, 24 h. Potency, µM (series often up to 92.2 µM), inactives show at the highest dose activity change, positive = activation, hits mostly activators. 320,000 compounds, 0.063% hits; note: potency is the fitted concentration of half-maximal effect; % of control where 0% means no effect; nearly all actives have a fitted effect of over 45% in size
#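 p53-null H1299 cells stably carrying temperature-sensitive p53-A138V and a BP100-luciferase reporter were pinned with compounds (4-point, 1:5 series) and held 24 hrs at 37 deg C. Luminescence was read 10 min after detection reagent.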
# TRPV1 ag = agonists of human vanilloid receptor 1 (TRPV1). TRPV1-expressing cells, Fluo-8 calcium influx, agonist mode. activation, % at 8.33 µM. 320,000 compounds, 0.19% hits. AID 540275; in the data active = activation above about 80%; inconclusive = between about 30% and that limit; note: 0% is about no effect
#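 TRPV1-expressing cells were cultured overnight at 35.5C and loaded with Fluo-8 calcium dye for 40 to 90 min at room temperature. After a 10 s baseline, compound was added and calcium influx was read kinetically for 3 min (ex 480/em 520 nm).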
# * = called active by the depositor; ? = inconclusive; nt = not tested or not shown; [ ] = remark or other dose. Unless noted, calls come from the whole dose curve; as a rule, active = well fitted curve in the direction sought with a large enough effect; inconclusive = small, poorly fitted or top-dose-only effect, or another doubt; inactive = no such curve, though single readings can be large; an effect the other way counts as inactive or inconclusive.
structure	A-T KAP1 phos	BRCA1 expr act	CXXC DNA block	TSG101-PTAP inh	ELG1 repair inh	Integrin act MD	B2AR arrestin	TCR activator	p53 reactivation	TRPV1 ag
Cc1cc(C)nc(N2CCCC(C(=O)NCc3cccs3)C2)n1 (configuration not stated)	21%	-6%	14%	-11%	-7%	-17%[7.66 µM]	0.1%	5%	-2%	15
O=C(c1cc2nc(-c3ccccc3)cc(-c3ccccc3)n2n1)N1CCN(C(=O)c2ccco2)CC1	1%	-78%	2%	-3%	?	-6%	0.1%	0%	-15%	7
Cc1nn(C)c(C)c1/C=N/NC(=O)CCn1cc([N+](=O)[O-])cn1	5%	6%	-10%	-1%	2%	-1%	-3.0%	-2%[46.1 µM]	-11%	0
COc1ccc(CCNC(=O)c2ccc(CN3CCC(Cc4ccccc4)CC3)cc2)cc1OC	4%	-60%	4%	-2%	-16%	-20%	2.3%	-6%[46.1 µM]	4%	8
CS(=O)(=O)c1ccc(NS(=O)(=O)c2ccc(Cl)c(C(=O)NC3=NCCS3)c2)cc1	-4%	-9%	nt	-1%	8%	5%	-0.4%	-2%[46.1 µM]	-3%	nt
Cc1ccc(C)c(S(=O)(=O)NCC(c2ccco2)N2CCc3ccccc3C2)c1 (configuration not stated)	-5%	-32%	nt	-7%	4%	-19%	-0.2%	8%	5%	18
O=C(NCCCN1CCCC1=O)NC12CC3CC(CC(C3)C1)C2	5%	0%	-2%	-5%	5%	5%	-0.3%	-2%	12%	-10
CCSc1nnc(NC(=O)c2cnccn2)s1	10%	-8%	-3%	-5%	28%	-6%	-3.0%	6%	4%	-3
COc1cc(/C=N/Nc2cc(C)nc(N)n2)ccc1O	-7%	50%	3%	0%	?	-24%	-0.4%	6%	6%	-3
CCOC(=O)C1(Cc2ccc(OC)cc2)CCN(C(=O)c2csc(C)n2)CC1	11%	0%	-12%	0%	-1%	-40%	-0.7%	nt	1%	1
CCc1nnc(NC(=O)CSc2nnc(C)n2-c2ccc(C)cc2)s1	11%	-11%	-8%	3%	-13%	21%	-0.1%	-2%	-3%	-3
CN(C)C(=O)NC(Nc1cccc([N+](=O)[O-])c1)C(Cl)(Cl)Cl (configuration not stated)	4%	-4%	-7%	-8%	-6%	7%	0.2%	-45%	4%	-3
Fc1ccc(CNC(=S)Nc2ccccc2Cl)cc1	-2%	10%	0%	0%	0%	-24%	-0.2%	-1%[46.1 µM]	-2%	?
O=C(CNC1CCCCC1)Nc1cccc([N+](=O)[O-])c1	nt	38%	nt	0%	nt	-6%	nt	4%	nt	nt
COc1cc2c(cc1OC)C(COc1ccc(C(C)C)cc1)NCC2 (configuration not stated)	7%	-28%	7%	3%	-23%	-78%[inhibitor]	-0.2%	13%	-8%	-7

# Next part; it opens with the 2 that closed the last part.
structure	A-T KAP1 phos	BRCA1 expr act	CXXC DNA block	TSG101-PTAP inh	ELG1 repair inh	Integrin act MD	B2AR arrestin	TCR activator	p53 reactivation	TRPV1 ag
O=C(CNC1CCCCC1)Nc1cccc([N+](=O)[O-])c1	nt	38%	nt	0%	nt	-6%	nt	4%	nt	nt
COc1cc2c(cc1OC)C(COc1ccc(C(C)C)cc1)NCC2 (configuration not stated)	7%	-28%	7%	3%	-23%	-78%[inhibitor]	-0.2%	13%	-8%	-7
O=C(OCc1nc2scc(-c3ccccc3)c2c(=O)[nH]1)c1cc([N+](=O)[O-])ccc1Cl	-6%	-8%	?	-2%	0%	-12%	0.0%	2%[46.1 µM]	-1%	3
O=c1cc(CSc2ccccc2)nc(-c2ccccc2)[nH]1	2%	63%	?	-4%	-4%	15%	-0.4%	-2%	-4%	4
COC(=O)c1ccc(NC(=S)NNC(=O)c2ccccc2)cc1	-4%	28%	2%	0%	10%	-10%	0.4%	17%	6%	24
O=C(c1cc2n(n1)C(C(F)(F)F)CC(c1ccc(F)cc1)N2)N1CCCC1 (configuration not stated)	5%	-15%	1%	-6%	-11%	-28%	-0.1%	1%	3%	nt
Cc1ccc(-c2cc(C(F)(F)F)n3nc(C(=O)Nc4ccon4)cc3n2)cc1C	-2%	6%	4%	-4%	2%	-15%	0.4%	0%	0%	1
O=C(NCc1cccc(CNC(=O)C(=O)NCC2CCCO2)c1)C(=O)NCC1CCCO1 (configuration not stated)	-5%	0%	-9%	0%	4%	0%	0.4%	-4%	-1%	2
Cc1ccc(C)c(Oc2ccc(S(=O)(=O)N3CCN(C)CC3)cn2)c1	-2%	1%	nt	-5%	12%	-2%	-0.3%	1%	-1%	11
c1cnn(-c2nc(N3CCOCC3)nc(N3CCOCC3)n2)c1	-3%	-3%[1.84 µM]	-3%	-2%	?	?	-1.2%	5%	16%	0
CN1CCN(CC(=O)Nc2sc3c(c2C#N)CCC(C(C)(C)C)C3)CC1 (configuration not stated)	-2%	nt	7%	nt	28%	nt	-0.1%	nt	?	nt
O=C(c1ccco1)N1CCCC(c2ccccc2)C1 (configuration not stated)	-2%	23%	-1%	1%	14%	-12%	-0.3%	-9%	2%	16
Clc1ccc(CSc2nnc3ccccn23)c(Cl)c1	8%	10µM*	-1%	-5%	?	19%	-0.7%	-1%[46.1 µM]	?	1
COc1ccc(-n2ccnc(SCC(=O)NC3CCCCC3)c2=O)cc1	15%	-6%	-14%	-3%	1%	-20%	-0.1%	1%	2%	-1
COc1ccc(CNC(=O)[C@H](C)NC(=O)C2CCN(S(=O)(=O)c3ccc(C)cc3)CC2)cc1	2%	-22%	3%	-10%	2%	2%	-0.4%	-3%	3%	1
O=C(N/N=C\c1ccc(Br)cc1)c1ccc(Cn2cccn2)o1	1%	29%	5%	-1%	?	3%	0.3%	0%[46.1 µM]	?	?
O=c1[nH]nc(SCc2nc3ccccc3s2)n1C1CC1	-3%	12%	1%	-7%	?	17%	-0.1%	2%	-2%	-5
O=C1C(=O)N(CCN2CCOCC2)C(c2ccccc2F)/C1=C(\O)c1ccc(S(=O)(=O)N2CCOCC2)cc1 (configuration not stated)	-4%	-2%	32%[activator]	2%	3%	-36%[inhibitor]	-0.4%	2%	-2%	-3
CC(C)Cn1c(N)c(C(=O)CSc2nc3ncc(Cl)cc3[nH]2)c(=O)n(C)c1=O	-1%	-54%	nt	0%	?	4%	-0.2%	-1%	-3%	6
COc1ccc(-c2nnc(N3CCCCC3)c3ccccc23)cc1	7%	-7%	2%	-6%	-21%	5%	0.0%	-3%	3%	14
CCOC(=O)N1CCN(CC(=O)c2ccc3c(c2)CCN3)CC1	-4%	9%	3%	0%	20%	-19%	-0.3%	-6%	5%	1
CCc1ccc(C(=O)NC(=S)Nc2ccc(N3CCOCC3)cc2)cc1	2%	21%	5%	-1%	?	-7%	-0.2%	4%	-1%	0
COc1ccc(OC)c(CNC(=O)C2CCC(=O)N2C(C)C)c1 (configuration not stated)	0%	3%	14%	0%	3%	?	-0.7%	6%	-1%	0
COc1cc(C(=O)NNC(=O)c2ccc(NC(=O)C(C)(C)C)cc2)cc(OC)c1OC	-8%	-11%	-6%	-8%	-15%	-21%	-0.2%	-9%	4%	-2
Cc1ccc(C)c2c(SC(C)C(=O)NCc3ccco3)nc(-c3ccccc3)nc12 (configuration not stated)	5%	-14%	-7%	-4%	8%	23%	0.2%	-6%[46.1 µM]	5%	-7
O=C1N=C(N2CCCCC2)S/C1=C/C1=Cc2ccccc2OC1	1%	?	24%	-1%	?	13%	0.0%	-8%	0%	?
Cc1cccc(NC(=O)c2ccc3c(Cl)c4c(nc3c2)CCCC4)n1	6%	?	20%	-3%	?	18%	-0.2%	1%	?	?
Cc1nccn1CCOc1ccc(Cl)cc1	-3%	15%	3%	-3%	-12%	25%	-0.9%	nt	nt	-5
